# HSF-1 act = increases HSF-1 driven luciferase reporter signal | NIH3T3-HGL HSF-1 luciferase reporter, MG132, 8 h; 100% = twice DMSO control signal | activation, % at 9 µM | 1.7% of 300,000 active | AID 504408;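 active = mean replicate activation of at least 50% with a set share of replicates each reaching 50%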;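 note: 0% = median of the neutral control wells and 100% = twice that signal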
# aSyn UTR inh = MLPCN primary screen, SNCA 5' untranslated region | alpha-synuclein 5'UTR reporter, inhibitor activity | inhibition, % (tested at 7.5 µM) | 0.82% of 300,000 active; in the data active = inhibition above about 60%;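 note: H4 neuroglioblastoma cells stably carrying SNCA 5'UTR luciferase fusion; 0% = DMSO wells and 100% = positive control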
# HSF1 inh = HSF1 inhibition; 0.77% of 300,000 active; activity change, negative = inhibition, % at 7.5 µM (by protocol); AID 2098; NIH3T3-HGL HSE-luciferase, MG132-induced, luminescence 8 h; stronger effect = lower value;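 active = more than half of replicate wells show activity change below -50%, luminescence cut by over half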;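 note: luciferase reports HSF-1 transcriptional activity via heat shock element; 0% = median of DMSO wells and -100% = zero luminescence signal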
# GSK3B inh = blocks human GSK3beta kinase activity; P49841; GST-GSK3beta kinase, ADP-Glo luminescence, 60 min; stronger effect = lower value; activity score (negative = inhibition), % at 10 µM; 0.038% of 300,000 active;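 active = more than half of replicate wells score below -50%, meaning over 50% inhibition versus plate controls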;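 note: 0% = median DMSO wells and -100% = median GW8510 positive control wells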
# Target sequence (P49841 whole entry, looked up): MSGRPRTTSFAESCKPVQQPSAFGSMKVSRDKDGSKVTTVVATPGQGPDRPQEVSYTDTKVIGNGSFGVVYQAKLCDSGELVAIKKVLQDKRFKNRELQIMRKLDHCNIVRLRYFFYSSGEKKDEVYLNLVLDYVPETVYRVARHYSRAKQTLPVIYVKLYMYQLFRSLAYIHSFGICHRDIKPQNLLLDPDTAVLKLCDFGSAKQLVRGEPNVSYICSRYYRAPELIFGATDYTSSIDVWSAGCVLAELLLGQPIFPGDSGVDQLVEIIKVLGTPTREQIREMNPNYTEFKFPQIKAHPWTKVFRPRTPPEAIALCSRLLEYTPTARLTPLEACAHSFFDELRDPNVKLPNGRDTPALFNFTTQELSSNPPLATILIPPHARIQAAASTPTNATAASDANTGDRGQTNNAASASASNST
#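 test system = GST-tagged human GSK3beta kinase, cell-free | reagent = 25 µM ATP with peptide substrate | dosing = one dose of 10 µM per compound | schedule = 60 min reaction, RT | detection = luminescent ADP-Glo measurement of ADP formed | control set = DMSO neutral wells and GW8510 at 20 µM as positive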
# IEC-6 tox = counter-screen for KLF5 inhibitors: cytotoxicity in IEC-6 cells; 0.78% of 290,000 active; IEC-6 cytotoxicity, luminescence viability; AID 1825; inhibition, % at 5 µM; in the data active = inhibition above about 22%;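 note: 0% = plate median of test compound wells and 100% = cytotoxic reference compound wells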
# HSP90 refold inh = blocks HSP90-mediated luciferase refolding in reticulocyte lysate; Rabbit reticulocyte lysate, luciferase refolding luminescence, 3 h; inhibition, % at 5.6 µM; 0.91% of 290,000 active; AID 1789;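 active = inhibition above the screen-wide mean plus 3 SD, computed separately per campaign, cut at about 16% in these data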;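 note: 0% = DMSO wells and 100% = 60 µM geldanamycin wells; inhibitors lower the luminescence because luciferase stays unfolded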
# KLF5 inhibitor = inhibitors of KLF5 expression; 0.23% of 290,000 active; AID 1700; inhibition, % at 5 µM; DLD-1 KLF5 promoter-luciferase reporter, luminescence;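 active = inhibition above a per-plate limit of that plate's mean compound inhibition plus 3 SD, cut at about 60% in these data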;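 note: 0% = DMSO wells and 100% = LY294002 at 200 µM; higher means less KLF5 promoter-driven luciferase light; inactives centre near -14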
# AI-2 QS mod = modulates the Vibrio harveyi AI-2 quorum sensing system. 0.4% of 300,000 active. AID 2094. Vibrio harveyi JMH597 AI-2 luminescence/OD600 ratio, 9 h; stronger effect = lower value; strain lacks LuxN and CqsS sensors; 0 = neutral-control median. activity change, % at 7.5 µM; in the data active = activity change below about -75%, passing the limit was not always enough;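 note: luminescence divided by OD600 gain over 9 h not by final OD600 alone; inactives centre near 13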
# HIF activator = HIF pathway transcriptional activation; U2OS HRE-luciferase reporter, luminescence; normalized: DMSO 0%, desferrioxamine 100%; 0.32% of 300,000 active; activation, % at 7.5 µM (by protocol);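 active = mean activation of at least 10% of the iron chelator positive control signal, with at least half of replicates also reaching 10%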
# GSK3 alpha inh = blocks human GSK-3 alpha kinase; AID 2650; inhibition, % at 10 µM; 0.1% of 320,000 active; P49840; ADP-Glo luminescence, 60 min;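 in the data active = inhibition above about 50%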;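 note: GST-tagged GSK-3 alpha with peptide substrate and 25 µM ATP; 0% = DMSO neutral wells and 100% = GW8510 positive control wells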
# Target sequence (P49840 whole entry, looked up): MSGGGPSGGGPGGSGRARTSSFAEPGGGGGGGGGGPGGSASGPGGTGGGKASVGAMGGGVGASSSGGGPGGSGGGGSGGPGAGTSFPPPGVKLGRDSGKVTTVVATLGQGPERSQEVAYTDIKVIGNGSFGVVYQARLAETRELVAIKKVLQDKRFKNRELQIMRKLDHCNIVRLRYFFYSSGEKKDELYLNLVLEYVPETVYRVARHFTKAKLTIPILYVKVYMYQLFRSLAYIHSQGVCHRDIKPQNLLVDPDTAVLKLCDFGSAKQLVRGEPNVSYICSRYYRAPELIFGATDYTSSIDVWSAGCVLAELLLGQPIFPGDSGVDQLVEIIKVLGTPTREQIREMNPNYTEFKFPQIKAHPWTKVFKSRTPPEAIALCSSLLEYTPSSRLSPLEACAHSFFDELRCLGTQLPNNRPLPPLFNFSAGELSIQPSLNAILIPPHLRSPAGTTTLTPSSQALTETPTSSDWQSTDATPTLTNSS
# * hit, by the source's call; . = no result given.
SMILES,HSF-1 act,aSyn UTR inh,HSF1 inh,GSK3B inh,IEC-6 tox,HSP90 refold inh,KLF5 inhibitor,AI-2 QS mod,HIF activator,GSK3 alpha inh
COc1ccc(N(CC(=O)N2CCN(Cc3ccccc3)CC2)S(C)(=O)=O)c(OC)c1,-1,5,2,2,1,0,-16,16,-0.4,0
O=C(c1cccc(-c2ccccc2F)c1)N1CC[C@@H](N2CCC(O)CC2)[C@H](O)C1,15,4,7,-1,0,84*,-1,13,-0.2,2
O=C(c1ccc(F)cc1)c1c[nH]c(C(=O)NCCCN2CCOCC2)c1,5,25,-7,0,0,1,-34,9,-0.3,0
COc1cc(NC(=S)NC(=O)c2ccc(C(C)(C)C)cc2)ccc1NC(=O)c1cccs1,-14,-27,-17,0,-6,5,9,60,-0.6,-2
CCn1c(SCC(=O)Nc2cc(OC)ccc2OC)nnc1C1CCCCC1,-3,12,5,-1,2,-1,-16,20,.,-1
C=C(C)c1ccc(C(C)(C)NC(=O)NCc2ccco2)cc1,-2,9,-3,-3,-1,5,13,18,-0.6,-1
O=C(N/N=C/c1ccccc1F)NC1CCCCC1,5,-130,-6,-3,0,1,-39,46,0.9,-1
O=C(CNC(=O)c1ccncc1)N/N=C/c1cc(Br)ccc1OCc1ccccc1,25,-43,18,5,7,3,-30,12,1.2,-3
COc1ccc(C(=O)C2CCCN(C(=O)c3cc(C)on3)C2)cc1F (stereo unspecified),-17,13,-3,2,11,4,9,.,0.0,4
O=C(c1cccc(COc2cccc3ccccc23)c1)N1CCCC1,18,-44,2,2,6,0,-198,33,2.1,1
CCOc1ccc(S(=O)(=O)N(CC)CC)cc1NC(=O)c1ccc(N2CCCC2=O)cc1,9,-2,7,-1,-1,3,6,22,0.5,0
CCOc1ccc(OC(=O)C(CCS(C)(=O)=O)N2C(=O)c3ccccc3C2=O)cc1 (stereo unspecified),-1,14,-1,-3,9,1,-17,15,0.0,-2
NCCCC[C@@H]1NC(=O)[C@H](CCC(=O)O)NC(=O)c2cc([N+](=O)[O-])cc(I)c2SC[C@@H](C(=O)NCC(N)=O)NC1=O,-30,31,-13,-3,-2,-3,3,9,-1.1,0
Cc1ccccc1OCCC(=O)OCC(=O)NC1CCCCC1,-21,-8,-6,2,.,.,.,30,0.9,-2
COc1ccc(N=C2NC(=O)/C(=C/C=C/c3ccccc3)S2)cc1,17,-42,3,1,2,-1,-14,20,-0.1,0
CC(=O)NC(CC(=O)NNC(=O)c1cc2ccccc2cc1O)c1ccccc1 (stereo unspecified),8,9,1,-7,2,-3,-40,37,-0.2,-3
CC1(C)CC(=O)C2=C(C1)N=C1c3ccccc3C(=O)C1C2c1ccc(Cl)cc1 (stereo unspecified),26,-1,15,-2,-4,-2,13,9,-0.1,2
CN(C)S(=O)(=O)c1ccc(/C(O)=C2/C(=O)C(=O)N(Cc3cccnc3)C2c2ccncc2)cc1 (stereo unspecified),-1,23,1,2,10,2,-8,29,0.1,-1
CCCCN(C)C(=O)C(Cc1ccccc1)NS(=O)(=O)c1ccc2c(c1)CCC(=O)N2 (stereo unspecified),2,11,6,1,-3,1,-20,25,.,0
O=C(O)CC1NC(=O)N(c2ccc(Cl)cc2)C1=O (stereo unspecified),-9,20,-6,-3,4,3,-7,22,0.0,-1

# Gathered by group: the compounds so far with four or more nitrogen atoms
SMILES,HSF-1 act,aSyn UTR inh,HSF1 inh,GSK3B inh,IEC-6 tox,HSP90 refold inh,KLF5 inhibitor,AI-2 QS mod,HIF activator,GSK3 alpha inh
CCn1c(SCC(=O)Nc2cc(OC)ccc2OC)nnc1C1CCCCC1,-3,12,5,-1,2,-1,-16,20,.,-1
O=C(CNC(=O)c1ccncc1)N/N=C/c1cc(Br)ccc1OCc1ccccc1,25,-43,18,5,7,3,-30,12,1.2,-3
NCCCC[C@@H]1NC(=O)[C@H](CCC(=O)O)NC(=O)c2cc([N+](=O)[O-])cc(I)c2SC[C@@H](C(=O)NCC(N)=O)NC1=O,-30,31,-13,-3,-2,-3,3,9,-1.1,0
CN(C)S(=O)(=O)c1ccc(/C(O)=C2/C(=O)C(=O)N(Cc3cccnc3)C2c2ccncc2)cc1 (stereo unspecified),-1,23,1,2,10,2,-8,29,0.1,-1

# (next part)
SMILES,HSF-1 act,aSyn UTR inh,HSF1 inh,GSK3B inh,IEC-6 tox,HSP90 refold inh,KLF5 inhibitor,AI-2 QS mod,HIF activator,GSK3 alpha inh
CC(=O)CNc1ccc(S(=O)(=O)N/N=C/c2ccccc2)cc1,1,14,0,1,-10,2,11,18,0.3,-1
Cc1cc(C)nc(Nc2ncc(O)n2-c2ccc(Br)cc2)n1,11,21,-5,4,7,4,-22,-3,-0.1,-4
O=C(COC(=O)c1cc(S(=O)(=O)N2CCOCC2)ccc1Cl)Nc1ccc2c(c1)OCO2,7,-1,-8,-2,-2,0,13,3,-0.1,-1
O=C(O)CNC(=O)c1ccc(NC(=O)/C(=C/c2ccccc2)NC(=O)c2ccco2)cc1,6,-17,-16,2,0,2,-27,-10,-0.1,-1
O=C(C1CCC(=O)N(C2CC2)C1)N1CCC(Oc2cccc(C(F)(F)F)c2)CC1 (stereo unspecified),3,9,-2,1,1,3,15,-3,1.0,.
CCOc1ccc(-n2nnnc2SCC(=O)c2ccccc2)cc1,-7,-9,0,0,-4,-1,1,17,0.3,-1
CCOC(=O)CCCNC(=O)COC(=O)c1cc(C)cc(C)c1,4,-6,1,2,6,6,-2,0,-1.2,-1
Cc1c(C(=O)N2CCCc3ccccc32)oc2ccccc12,21,-96,10,-1,-4,-5,-55,25,-11,1
CN1c2ccccc2-c2nc3ccccc3n2C1c1ccco1 (stereo unspecified),39,-22,10,0,1,-2,-12,1,0.7,0
Cc1cc(NC(=O)COC(=O)c2ccc(S(=O)(=O)N3CCCc4ccccc43)cc2)no1,-10,46,-1,2,2,-2,63*,3,-0.1,-3
Cc1cc(C)nc(N2CCCC(C(=O)NC3CC3)C2)n1 (stereo unspecified),3,12,-4,0,5,5,0,5,0.0,4
CC(=O)c1ccc(OCCCC(=O)Nc2cccc(S(=O)(=O)N(C)C)c2)cc1,12,21,-3,1,-15,0,10,11,0.1,1
NC(=O)c1cnn2c(C(F)(F)F)cc(-c3ccccc3)nc12,-8,42,-8,-4,5,4,-18,13,-0.2,-1
C=CCSC1=C(C#N)C(c2ccc(OCC)cc2)CC(=O)N1 (stereo unspecified),19,-6,2,0,0,-3,-2,18,0.2,-2
O=C(O/N=C1\CCS(=O)(=O)c2sccc21)c1ccc(F)cc1,-2,-5,2,-5,-8,-3,-1,3,0.7,-3
Cc1cc(C)cc(OCCN2CCOCC2)c1,-7,-4,2,2,1,-2,-30,26,-1.0,1
CC1(C)CC2(CCO1)OC(=O)CC2C(=O)Nc1c(Cl)cccc1Cl (stereo unspecified),-2,-8,-1,-22,-1,-3,-13,25,-0.2,-5
O=C(Nc1nccs1)C1CCCN1/C=C/C(=O)C(F)(F)F (stereo unspecified),5,-7,5,-2,1,-2,-13,7,1.6,-15
COc1ccc(NC(=O)CC(c2ccc(F)cc2)c2ccc(OC(C)C)cc2)cc1 (stereo unspecified),-5,13,1,-2,-9,-4,-14,4,-0.2,-1
COC(=O)c1sccc1S(=O)(=O)Nc1ccc(N2CCCCC2)cc1,7,4,-2,-1,-7,-6,-16,-1,1.2,-5
CNC(=O)C1=C(C)Nc2nc3ccccc3n2C1c1ccc(F)cc1 (stereo unspecified),7,10,7,1,3,0,-7,36,-0.1,-1
COc1cc(NC(=O)C2COc3ccccc3O2)c(OC)cc1Cl (stereo unspecified),0,-17,-3,1,-3,-4,-8,8,0.2,-1
COc1ccc(OC)c2sc(N(CCCN(C)C)C(=O)CCS(=O)(=O)c3ccccc3)nc12,5,-3,3,4,.,.,.,5,-1.2,0
CNC(=S)N/N=C/c1ccc(C(C)C)cc1,35,-161,16,2,-1,0,-87,-40,2.0,-4
CC(C)(C)c1ccc(C(=O)NCC(=O)NNC(=O)c2ccccc2O)cc1,7,-14,-6,2,.,.,.,24,-0.3,-2
Cc1cc(C(=O)CSc2nnc(N)s2)c(C)n1Cc1cccs1,1,69*,-10,1,-1,28*,-82,20,-2.1,-2
CCCn1nnnc1NCc1ccc(CC)cc1,-5,8,-3,-2,1,-4,-18,18,-2.7,0
COc1cccc2cc(-c3nnc(SCC(=O)Nc4nc(C)cs4)n3C)oc12,-23,22,5,-2,0,0,-4,53,-0.3,.
O=C1CC(C(=O)Nc2ccc(Cl)cc2[N+](=O)[O-])C2(CCCCC2)O1 (stereo unspecified),0,-8,1,-1,5,3,-37,19,-0.5,-1
O=[N+]([O-])c1cc(-c2cnc3ccccc3n2)ccc1Oc1ccc(F)cc1,47,-150,23,4,3,2,-11,21,2.0,-1
Cc1cc(C)c2c(n1)SCC(=O)N2CC(=O)Nc1ccc(C)c(C)c1,-9,-16,-3,-1,1,-2,-3,-3,0.3,.
CC(Oc1ccccc1)C(=O)N=Nc1c(O)[nH]c2ccc(Br)cc12 (stereo unspecified),70*,-30,25,-3,1,0,-3,10,-0.6,0
O=C(COc1ccc(Cl)cc1)NCCSCc1ccccc1Cl,21,-20,3,-1,0,2,18,-1,0.1,-1
CC(C)(C)NC(=O)CSc1nc(Cc2ccccc2)nc2ccccc12,17,-7,19,1,1,6,-9,-1,0.0,-1
CCN(Cc1ccccc1)C(=O)COc1ccccc1,1,24,-5,2,-2,0,-21,29,2.2,-2
COc1ccc(Cn2cc(F)c(=O)n(CCC(C)C)c2=O)cc1[N+](=O)[O-],2,11,4,1,1,1,-17,30,-0.1,23
CC(C)Nc1ccc(Cl)cc1[N+](=O)[O-],6,20,1,1,2,-1,-8,11,0.4,-1
CCOC(=O)N1CCN(C(=O)c2cc(Cl)c(Cl)cc2C(=O)O)CC1,-12,23,-8,2,4,1,-23,22,-0.3,-2
Cc1ccc(NC(=O)NCc2ccc3c(c2)OCO3)c(C)c1,11,18,5,1,-6,0,10,24,-0.2,0
CC1C/C(=C/c2ccccn2)C(=O)/C(=C/c2ccccn2)C1 (stereo unspecified),89*,89*,45,-1,3,1,-16,13,-1.2,0
O=C(Nc1cccc(/C=C/c2ccccn2)c1)c1cc(Cl)ccn1,0,-46,-3,-2,2,-3,-110,11,1.9,-2
COCCNC(=O)CN1N=C(c2ccc(OC)cc2)CCC1=O,0,-7,-1,2,-2,-5,-13,26,1.1,-1
O=C(c1nn2c(C(F)(F)F)cc(-c3ccccc3)nc2c1Cl)N1CCOCC1,-4,13,-6,-1,1,-3,3,-5,-0.5,1
O=C(CN1C(=O)NC2(CCCC2)C1=O)OCc1ccc(F)cc1,-1,1,-3,4,.,.,.,17,-0.3,-5
COC(=O)C1CCN(C(=O)COC(=O)c2oc3ccccc3c2C)CC1,-14,8,-4,3,.,.,.,12,0.2,.
Cc1cc([N+](=O)[O-])nn1CC(=O)N/N=C/c1ccccc1Br,-3,-11,6,1,6,2,-2,-21,0.2,5

# Reprinted from the entries so far, 2 compounds:
SMILES,HSF-1 act,aSyn UTR inh,HSF1 inh,GSK3B inh,IEC-6 tox,HSP90 refold inh,KLF5 inhibitor,AI-2 QS mod,HIF activator,GSK3 alpha inh
COC(=O)C1CCN(C(=O)COC(=O)c2oc3ccccc3c2C)CC1,-14,8,-4,3,.,.,.,12,0.2,.
Cc1cc([N+](=O)[O-])nn1CC(=O)N/N=C/c1ccccc1Br,-3,-11,6,1,6,2,-2,-21,0.2,5
